# High-throughput results: PubChem, several laboratories
# NR5A2 inv ag: suppresses constitutive activity of human LRH-1. HEK293T StAR-luciferase reporter, LRH-1 transfected, 24 h. inhibition, % at 3.6 µM. hit rate 0.13% among 360,000. O00482. AID 602396;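 active = inhibition above the mean inhibition of all tested compounds plus 3 SD, cut at about 73% in these data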;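 also: 0% = DMSO wells and 100% = reporter-only cells lacking LRH-1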
# Target sequence (O00482 whole entry, looked up): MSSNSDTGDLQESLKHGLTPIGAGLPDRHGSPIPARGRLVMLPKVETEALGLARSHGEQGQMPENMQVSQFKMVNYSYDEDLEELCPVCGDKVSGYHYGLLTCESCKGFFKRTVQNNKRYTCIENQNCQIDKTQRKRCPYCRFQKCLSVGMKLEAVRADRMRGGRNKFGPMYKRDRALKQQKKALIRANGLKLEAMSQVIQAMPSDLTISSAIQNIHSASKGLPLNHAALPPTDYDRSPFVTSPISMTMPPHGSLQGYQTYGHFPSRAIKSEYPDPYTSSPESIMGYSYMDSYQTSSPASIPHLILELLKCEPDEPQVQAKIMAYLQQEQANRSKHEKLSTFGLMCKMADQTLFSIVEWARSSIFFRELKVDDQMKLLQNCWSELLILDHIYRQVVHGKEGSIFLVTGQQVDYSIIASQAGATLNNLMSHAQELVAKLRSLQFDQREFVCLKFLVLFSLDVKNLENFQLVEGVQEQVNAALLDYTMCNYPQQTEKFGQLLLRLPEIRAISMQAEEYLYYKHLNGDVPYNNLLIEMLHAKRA
# TWEAK-Fn14 inh: inhibitors of TWEAK-Fn14 interaction signaling | inhibition, % at 10 µM | hit rate 2% among 360,000 | TWEAK-stimulated Fn14 reporter cells, luciferase luminescence, 8 h; in the data active = inhibition above about 50%
# TROY NFkB inh: blocks TROY-dependent signaling in reporter cells | hit rate 0.98% among 360,000 | inhibition, % at 10 µM | Q293 LMP1-TROYcd NF-kB luciferase reporter, 4 h | AID 1347056;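 active = compounds whose plate-normalised and pattern-corrected inhibition of the luciferase reporter signal at the single screening dose is 50% or more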
# NR2F2 inh: inhibitors of human COUP-TFII (NR2F2); HEK293T NGFI-A luciferase reporter, luminescence; inhibition, % at 8.6 µM; hit rate 0.7% among 370,000;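 active = inhibition above a per-plate cutoff, mean inhibition of test wells between control levels plus 3 SD, cut at about 38% in these data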;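 also: cells cotransfected with COUP-TFII expression vector driving the NGFI-A reporter; 0% = median of COUP-TF2 test wells and 100% = reporter-only cells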
# Target sequence (P24468 whole entry, looked up): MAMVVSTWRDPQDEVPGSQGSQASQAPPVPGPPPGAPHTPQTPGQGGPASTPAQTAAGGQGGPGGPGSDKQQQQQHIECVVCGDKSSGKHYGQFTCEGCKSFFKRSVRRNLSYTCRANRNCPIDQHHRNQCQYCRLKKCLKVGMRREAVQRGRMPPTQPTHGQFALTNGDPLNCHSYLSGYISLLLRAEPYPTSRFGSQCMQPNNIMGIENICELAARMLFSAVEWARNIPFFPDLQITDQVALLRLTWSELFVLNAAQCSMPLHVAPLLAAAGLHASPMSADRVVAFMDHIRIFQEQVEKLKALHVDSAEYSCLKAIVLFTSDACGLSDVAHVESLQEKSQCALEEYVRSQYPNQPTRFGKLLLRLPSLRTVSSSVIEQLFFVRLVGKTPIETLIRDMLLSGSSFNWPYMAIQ
# NCOA3 inh: human NCOA3 inhibition; Q9Y6Q9; HEK293 GAL4-SRC3 luciferase reporter, luminescence; inhibition, % at 3.6 µM; hit rate 0.17% among 360,000; AID 588352;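 active = inhibition above a per-campaign cutoff, the mean of all compounds plus 3 SD, cut at about 60% in these data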;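 also: 0% = DMSO-treated cells and 100% = gossypol-treated cells at 36 µM; higher means less SRC3-driven luciferase light from the GAL4 reporter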
# TLR9-MyD88 block: blocks human TLR9 binding to MyD88; Q9NR96+Q99836; CHO BLA complementation TLR9-MyD88, CCF4 FRET ratio; inhibition, % at 4.98 µM; hit rate 0.21% among 340,000;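 active = inhibition above the mean over all tested compounds plus 3 SD, cut at about 21% in these data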;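 also: 0% = DMSO only wells and 100% = clavulanate BLA inhibitor control wells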
# NOD2-RIPK2 inh: NOD2-RIPK2 protein interaction inhibition. inhibition, % at 4.98 µM. hit rate 0.38% among 360,000. CHO BLA complementation NOD2-RIPK2, CCF4 ratio. AID 624267; in the data active = inhibition above about 21%;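 also: 0% = vehicle only and 100% = reference blocker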
# EBV LMP1 NFkB: reduces LMP1-driven NF-kappaB luciferase signal; LMP1-induced NF-kappaB luciferase reporter cells, luminescence; inhibition, % at 12.5 µM; hit rate 0.69% among 350,000; AID 504558; in the data active = inhibition above about 41%;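 also: 0% = neutral control wells and 100% = reference inhibitor control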
# NCOA1 inh: human NCOA1 inhibition | Q15788 | HEK293 GAL4-SRC1 luciferase reporter, luminescence | inhibition, % at 3.6 µM | hit rate 0.12% among 360,000;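 active = inhibition above the campaign mean plus 3 SD, with each screening campaign given its own cutoff, cut at about 60% in these data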;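 also: 0% = DMSO treated cells and 100% = gossypol at 36 µM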
# NCOA2 inhibitor: inhibits human steroid receptor coactivator 2; Q15596; inhibition, % at 9 µM; hit rate 0.17% among 370,000; HEK293 GAL4-SRC2 luciferase reporter, luminescence;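 active = inhibition above the mean inhibition of all tested compounds plus 3 SD, set per campaign, cut at about 52% in these data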;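 also: 0% = DMSO treated cells and 100% = cells given Gossypol at 36 µM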
# C8 TRAIL sens: sensitizes caspase-8 expressing cells to TRAIL | NB7+C8 cells + TRAIL, ATPlite viability luminescence | hit rate 1% among 360,000 | inhibition (viability loss, TRAIL sensitization), % at 10 µM;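 active = compounds causing at least 50% loss of cell viability in the single-dose screen, relative to plate controls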
# * marks the source's active call; other numbers are inactive results.
SMILES,NR5A2 inv ag,TWEAK-Fn14 inh,TROY NFkB inh,NR2F2 inh,NCOA3 inh,TLR9-MyD88 block,NOD2-RIPK2 inh,EBV LMP1 NFkB,NCOA1 inh,NCOA2 inhibitor,C8 TRAIL sens
Cc1ccc(CNc2nc(C)c(C(=O)N(C)C)s2)cc1,-22,38,-23,-9,-37,4,-7,-5,-16,-20,6
Cn1c(Cc2ccccc2)nnc1SCc1ccc(C(=O)O)cc1,-12,24,-15,17,3,3,2,-5,-8,3,-1
N#C/C=C/N1CCN(C(=O)c2ccco2)CC1,-5,-3,-13,-7,18,4,-3,4,2,10,-7
CCn1cc(CN2CCCC(CNC(=O)COc3ccccc3OC)C2)c(C)n1 (centres undefined),12,10,-9,4,-19,3,4,0,3,0,2
CC(C)(C)c1ccc(-c2noc(-c3ccno3)n2)cc1,-156,21,4,-45,-100,-8,-7,-35,-146,-53,17
Cn1cc([N+](=O)[O-])c(C(=O)N(Cc2ccccc2)Cc2ccccc2)n1,-21,-2,-15,-23,4,-8,9,-3,11,8,0
CC1Sc2ccc(S(=O)(=O)CCC(=O)NCc3cccs3)cc2NC1=O (centres undefined),-9,1,1,-7,22,7,-7,2,-11,-2,0
CCN(CC)S(=O)(=O)c1ccc2c(c1)nc(SCC(=O)N1CCCCCC1)n2-c1ccc(OC)cc1,6,-21,-5,10,1,-3,-5,-7,-23,-5,-6
Cc1ccc(/C=C/C(=O)N2CCN(c3ncccn3)CC2)o1,24,5,17,-11,-16,-3,1,6,8,5,1
O=C(c1cccc(S(=O)(=O)Nc2ccccc2Cl)c1)N1CCN(c2ccccc2O)CC1,-34,3,25,15,11,1,-7,-3,-5,-1,0
CCOCCOC(=O)C1=C(C)N(C)C(=O)NC1c1cc(Cl)c(O)c(OCC)c1 (centres undefined),9,-34,-5,-7,-13,4,-5,19,-7,-19,-5
CCCCN(C(=O)CCC(=O)OCC(=O)NCc1ccccc1)c1c(N)n(CCC)c(=O)[nH]c1=O,2,-4,-14,4,14,-10,-4,-5,-12,6,-25
O=C(CSc1nnnn1Cc1ccccc1)N1CCN(c2ccccc2)CC1,-19,-21,19,-22,-11,-8,-8,6,-12,-9,-4
CN(CC(=O)Nc1ccccc1Br)C(=O)c1ccccc1OCc1ccc(F)cc1,11,-9,-2,-1,23,-2,3,-3,6,-13,6
Cc1ccn2c(NC(=O)c3cccs3)c(-c3ccccc3)nc2c1,-16,-24,-19,6,5,3,2,-6,16,-19,-28
CCOc1ccc(NC(=O)CS(=O)CC(=O)N(CC(=O)NC(C)(C)C)C2CCCC2)cc1 (centres undefined),10,2,6,-1,-11,10,-6,-4,8,1,5
CNc1nccc(-c2ccc(Cl)cc2)c1C#N,-6,-14,-31,1,9,-3,-8,4,-15,0,0
COc1ccc(NC(=O)N2CCN(S(=O)(=O)c3ccc(F)cc3)CC2)c(OC)c1,6,0,15,-6,10,-6,-1,-1,3,-2,-12
COc1cccc(NC(=S)N(CCCN2CCCC2)Cc2ccco2)c1,-24,-6,-9,6,16,-10,5,2,-2,-4,-3
Cc1cc(C(=O)NN=C(CCC(=O)O)c2cccs2)c(C)o1,-28,-6,-8,-11,-8,-4,-13,-1,-41,-41,-4
Cn1cc(CCC(=O)N2CCCC(Nc3ccc(F)cc3)C2)cn1 (centres undefined),15,-10,11,14,7,-4,-2,-2,-4,15,-32
COC(CNC(=O)C(=O)Nc1ccc2c(c1)N(S(=O)(=O)c1cccs1)CCC2)OC,-20,8,4,5,7,-1,0,-6,-4,-26,1
COc1ccc(CCNC(=O)C2(C)CCC(=O)N2Cc2ccc(F)cc2Cl)cc1OC (centres undefined),5,1,-5,8,-31,-6,0,-4,-14,-13,4
NC(=O)NNC(=S)Nc1cccc2ccccc12,5,-5,15,4,2,-9,-5,3,-13,10,-5
O=C(Cn1nc(-c2ccccc2)ccc1=O)NCCCN1CCOCC1,-8,-12,-5,-7,15,0,-2,-6,-6,-8,3
CCOC(=O)C1CCCN(C(=O)c2cn(C)c(=O)c3cc(OC)c(OC)cc23)C1 (centres undefined),2,-1,8,16,5,-5,-1,5,-7,-12,-13
O=C(O)c1cn[nH]c1-n1cnnn1,15,-14,-10,-4,-3,1,-10,7,13,10,6
COc1ccc(C(=O)NNC(=O)C2CC=CCC2)cc1 (centres undefined),-52,-12,-36,-24,-23,0,-3,5,-37,-35,-7
Clc1ccc(SCc2nc3ccccc3[nH]2)cc1,-100,-16,-11,-31,-38,-2,-2,-20,-56,-55,17
C=CCNC(=O)/C(C#N)=C/c1ccc(OS(=O)(=O)c2ccc(C)cc2)c(OC)c1,2,11,35,5,13,-1,-5,1,-23,0,16
O=C(O)c1cnccn1,-4,3,-6,-12,-4,0,5,-2,-1,-10,-10
COc1ccc(N(C(=O)c2ccco2)S(=O)(=O)c2cccc([N+](=O)[O-])c2)cc1,7,26,46,-10,20,-2,-2,12,4,-9,-18
CSC1=NCCN1C(=O)c1cccc(Br)c1,-3,14,18,-4,5,5,-6,-4,-1,7,-10
CN1CCC(OC(c2ccccc2)c2ccc(Cl)cc2)C1 (centres undefined),-4,9,-11,-11,-4,-4,6,-5,-22,-24,3
Cc1cc(=O)[nH]c(N/N=C/c2cccs2)n1,-17,-30,-23,3,-17,0,8,-10,-67,1,1
COC(=O)c1ccc(C2C(C#N)=C(N)Oc3cc(O)ccc32)cc1 (centres undefined),21,13,-21,11,7,5,7,8,2,-17,-5
CN(C1CCCCC1)S(=O)(=O)c1ccc(C(=O)Nc2sc3c(c2C(N)=O)CC(C)(C)NC3(C)C)cc1,14,29,6,24,3,3,2,-9,-14,6,1
COc1ccc(NC(=O)CSC(C)c2nc3ccccc3c(=O)[nH]2)cc1 (centres undefined),7,13,-8,-1,1,1,-10,10,-9,-8,-11
CCOC(=O)[C@H]1[C@H]2COc3ccc(Br)cc3[C@@H]2N2C(=O)c3ccc(Cl)cc3NC(=O)[C@@]12C,-4,9,10,-1,-1,2,4,0,-1,-2,13
CN(C(=O)COC(=O)Cc1ccc(Br)cc1)c1c(N)n(Cc2ccccc2)c(=O)[nH]c1=O,-24,-46,-15,1,-5,-4,-3,-3,-1,7,15
Cn1c(SCCN2CCCCC2)nnc1-c1ccccc1Br,10,4,4,15,-8,5,0,0,13,-17,-11
O=C(CSc1nnc(-c2ccncc2)n1Cc1ccccc1)NC1CCCCC1,5,-7,-12,14,8,0,-1,2,-40,-20,-2
COc1cccc(N2CCN(C(=O)CCC(=O)c3ccc(Cl)s3)CC2)c1,9,0,12,1,8,1,-7,-2,-15,15,7
N#C/C(=C(/O)COC(=O)CSc1ccc(Cl)cc1)c1nc2ccccc2[nH]1,2,2,6,13,0,2,-1,3,8,11,1
O=C(COc1ccccc1[N+](=O)[O-])Nc1cccc(S(=O)(=O)N2CCCC2)c1,-18,-1,-17,4,2,-3,-5,-8,-13,-10,-8

# Part of the list above in order of heavy-atom count, ascending.
SMILES,NR5A2 inv ag,TWEAK-Fn14 inh,TROY NFkB inh,NR2F2 inh,NCOA3 inh,TLR9-MyD88 block,NOD2-RIPK2 inh,EBV LMP1 NFkB,NCOA1 inh,NCOA2 inhibitor,C8 TRAIL sens
O=C(O)c1cnccn1,-4,3,-6,-12,-4,0,5,-2,-1,-10,-10
O=C(O)c1cn[nH]c1-n1cnnn1,15,-14,-10,-4,-3,1,-10,7,13,10,6
CSC1=NCCN1C(=O)c1cccc(Br)c1,-3,14,18,-4,5,5,-6,-4,-1,7,-10
Clc1ccc(SCc2nc3ccccc3[nH]2)cc1,-100,-16,-11,-31,-38,-2,-2,-20,-56,-55,17
COc1ccc(C(=O)NNC(=O)C2CC=CCC2)cc1 (centres undefined),-52,-12,-36,-24,-23,0,-3,5,-37,-35,-7
CN1CCC(OC(c2ccccc2)c2ccc(Cl)cc2)C1 (centres undefined),-4,9,-11,-11,-4,-4,6,-5,-22,-24,3
Cn1c(SCCN2CCCCC2)nnc1-c1ccccc1Br,10,4,4,15,-8,5,0,0,13,-17,-11
COC(=O)c1ccc(C2C(C#N)=C(N)Oc3cc(O)ccc32)cc1 (centres undefined),21,13,-21,11,7,5,7,8,2,-17,-5
COc1ccc(NC(=O)CSC(C)c2nc3ccccc3c(=O)[nH]2)cc1 (centres undefined),7,13,-8,-1,1,1,-10,10,-9,-8,-11
N#C/C(=C(/O)COC(=O)CSc1ccc(Cl)cc1)c1nc2ccccc2[nH]1,2,2,6,13,0,2,-1,3,8,11,1
O=C(COc1ccccc1[N+](=O)[O-])Nc1cccc(S(=O)(=O)N2CCCC2)c1,-18,-1,-17,4,2,-3,-5,-8,-13,-10,-8
O=C(CSc1nnc(-c2ccncc2)n1Cc1ccccc1)NC1CCCCC1,5,-7,-12,14,8,0,-1,2,-40,-20,-2
CCOC(=O)[C@H]1[C@H]2COc3ccc(Br)cc3[C@@H]2N2C(=O)c3ccc(Cl)cc3NC(=O)[C@@]12C,-4,9,10,-1,-1,2,4,0,-1,-2,13
CN(C1CCCCC1)S(=O)(=O)c1ccc(C(=O)Nc2sc3c(c2C(N)=O)CC(C)(C)NC3(C)C)cc1,14,29,6,24,3,3,2,-9,-14,6,1

# Remaining list, next part
SMILES,NR5A2 inv ag,TWEAK-Fn14 inh,TROY NFkB inh,NR2F2 inh,NCOA3 inh,TLR9-MyD88 block,NOD2-RIPK2 inh,EBV LMP1 NFkB,NCOA1 inh,NCOA2 inhibitor,C8 TRAIL sens
Clc1cccc(-c2nc(-c3ccccn3)no2)c1,-53,97*,70*,11,-47,-1,-2,51*,-74,35,77*
COC(=O)c1ccc2c(=O)[nH]c(COC(=O)c3c(-c4ccccc4)noc3C)nc2c1,10,3,-12,2,-22,-2,-3,0,-12,-18,0
Cc1ccccc1SC1CCN(Cc2nc(C3CC3)no2)CC1,6,-14,-11,-12,-3,-8,-2,7,-19,-27,3
CC(=O)NC12CC3CC(C1)CC(C(=O)N1CCN(S(=O)(=O)c4cccc(C(F)(F)F)c4)CC1)(C3)C2,16,5,17,4,4,1,-5,-4,-9,-14,-1
O=C(NCCS(=O)(=O)NC1CCCCC1)c1ccccc1,-4,-8,-2,3,-26,15,14,-4,-20,5,-5
C=CCNC(=O)/C(=C/c1ccco1)NC(=O)c1ccc(Br)o1,0,-1,11,5,8,4,-2,2,-3,6,4
Nc1nonc1N/N=C\c1ccccc1,-17,-17,3,-11,22,-13,6,-1,-13,4,0
COc1ccc(NC(C)C(=O)Nc2ccc(C(C)(C)C)cc2)cc1Cl (centres undefined),8,-16,-41,-4,26,8,15,-22,-1,-24,0
COc1ccc(C(=O)C2CCN(CC(=O)Nc3ccc(OC)cc3OC)CC2)cc1,14,-6,16,15,9,-11,6,18,5,2,10

# Not all compounds are listed; count on the stated rates, not on these rows.
